High-throughput results as filed in PubChem BioAssay.
RmlCD inh mix – RmlC/RmlD inhibition, mixture screen | AID 1532 | RmlC/RmlD coupled enzyme inhibition, 384-well mixture HTS | inhibition, % at 5.5 µM | actives 0.39% (n = 110,000); in the data active means inhibition above about 30%, passing the limit was not always enough; further: strong numbers were not always called active
RT RNaseH block – inhibitors of HIV-1 reverse transcriptase RNase H; inhibition, % at 10 µM; RT-RNase H RNA/DNA duplex cleavage, fluorescence; actives 1.9% (n = 65,000); AID 565; in the data active means inhibition above about 50%
Active calls of the source: *; . = not tested or not shown. This is a subset; rates above refer to the full screens.

SMILES	RmlCD inh mix	RT RNaseH block
CCCCN(C(=O)Cn1nnc2ccccc21)C(C(=O)NCCOC)c1cccs1 (stereo unspecified)	0.7	.
CC(C)c1cc(-c2cc(-c3ccccc3)on2)nc(NC2CCCC2)n1	-17.5	.
O=C(CSc1nnc(-c2cccs2)n1-c1ccccc1)N1CCc2ccccc21	.	22.8
COC(C[C@@H]1O[C@H]1C(=O)COCc1ccccc1)OC	-18.7	.
CCN(CCCn1c(=S)[nH]c2ncccc2c1=O)c1ccccc1	6.3	3.7
CCn1c(N2CCN(C(=O)C34CC5CC(CC(C5)C3)C4)CC2)nc2ccccc21	7.7	-6.5
Cc1ccc(Cn2cc(SCC(=O)Nc3nccs3)c3ccccc32)cc1	-4.7	.
CCC(CC)C(=O)c1c[nH]c(C(=O)NCCc2ccccn2)c1	7.3	.
COc1ccc(-c2noc(N(C)CC(=O)Nc3cccc(C(F)(F)F)c3)n2)cc1	-12.1	-2.4
Cc1sc(-c2ccccn2)nc1OC(=O)c1ccc(Cl)c(Cl)c1	6.0	.
O=C(c1cccc(Cl)c1)N1CCN(C2CCCCCC2)CC1	8.4	8.6
COc1cccc2c3c(c(C)nc12)CC(C)O3 (stereo unspecified)	-2.5	-27.8
CC1Oc2ccccc2C=C1/C=C1/SC(N2CCOCC2)=NC1=O (stereo unspecified)	14.6	.
COc1cc(OC)cc(C(=O)N2CCN(C3CCN(Cc4ccccc4)CC3)CC2)c1	-15.2	.
CCOC(=O)C1=C(C)N(CCCC(=O)O)C(=O)NC1c1cccs1 (stereo unspecified)	4.6	.
COc1ccc(/C=N/NC(=O)C2CCN(c3ncc(C(F)(F)F)cc3Cl)CC2)cc1	-6.0	.
CCn1nnnc1SCC(=O)Nc1cc(OC)cc(OC)c1	-15.5	-11.3
O=c1[nH]c(=O)n(Cc2ccco2)c(O)c1C=NCCN1CCOCC1	-5.7	-2.6
CCCOc1ccc(C2C(C(=O)c3ccco3)=C(O)C(=O)N2CCN2CCOCC2)cc1OC (stereo unspecified)	.	-4.5
Cc1ccc2c(c1)NC(=O)C(CC(=O)NC1CCCCC1C)O2 (stereo unspecified)	-29.8	3.1

Reformatted field by field: entries from further up.
SMILES: CC(C)c1cc(-c2cc(-c3ccccc3)on2)nc(NC2CCCC2)n1
- RmlCD inh mix = -17.5
- RT RNaseH block = .
SMILES: O=C(CSc1nnc(-c2cccs2)n1-c1ccccc1)N1CCc2ccccc21
- RmlCD inh mix = .
- RT RNaseH block = 22.8

More results follow:
SMILES	RmlCD inh mix	RT RNaseH block
Cc1ccc2c(c1)N(CCCC(=O)NCCCN1CCCC1=O)C(=O)CO2	.	-7.1
Cc1nc2ccccc2n1CC(O)COCC1CC=CCC1 (stereo unspecified)	-13.1	.
CCc1ccc(C(=O)COC(=O)c2ccc(-c3nnc(-c4ccccc4)o3)cc2)cc1	4.3	.
COCCn1c(SCc2nc3sc(C(=O)OC)c(C)c3c(=O)[nH]2)nc2ccccc21	7.7	49.4
Cc1ccc(N2CN=c3s/c(=C\c4cccnc4)c(=O)n3C2)cc1	2.9	-16.5
Cn1c(Cl)nc2ccccc21	14.2	-7.8

Structures listed so far that contain a carbonyl joined to an NH by a bond outside any ring:
SMILES	RmlCD inh mix	RT RNaseH block
CCCCN(C(=O)Cn1nnc2ccccc21)C(C(=O)NCCOC)c1cccs1 (stereo unspecified)	0.7	.
Cc1ccc(Cn2cc(SCC(=O)Nc3nccs3)c3ccccc32)cc1	-4.7	.
CCC(CC)C(=O)c1c[nH]c(C(=O)NCCc2ccccn2)c1	7.3	.
COc1ccc(-c2noc(N(C)CC(=O)Nc3cccc(C(F)(F)F)c3)n2)cc1	-12.1	-2.4
COc1ccc(/C=N/NC(=O)C2CCN(c3ncc(C(F)(F)F)cc3Cl)CC2)cc1	-6.0	.
CCn1nnnc1SCC(=O)Nc1cc(OC)cc(OC)c1	-15.5	-11.3
Cc1ccc2c(c1)NC(=O)C(CC(=O)NC1CCCCC1C)O2 (stereo unspecified)	-29.8	3.1
Cc1ccc2c(c1)N(CCCC(=O)NCCCN1CCCC1=O)C(=O)CO2	.	-7.1
